Bioassay records as filed in PubChem.
BH1578 lux ind = inducers of Vibrio cholerae quorum light production without autoinducers; V. cholerae BH1578 lux reporter, luminescence, 6 h; activation, % at 18.7 µM; 350,000 tested, 0.16% active; AID 588436; in the data active = activation mostly above about 9.7%, no sharp cut-off; inconclusive = no clear call, values can overlap the other calls; inactive = mostly below about 3.7%; note: not every result past the cut was called active; inactives centre near 0; reference of the scale not given here
PfHsp40 yeast = rescue of PfHsp40-mediated yeast toxicity | S. cerevisiae expressing PfHsp40, growth rescue, ATP luminescence | growth rescue, % at 12.5 µM | 340,000 tested, 0.68% active | AID 504582; in the data active = growth rescue above about 28%, passing the limit was not always enough; inconclusive = no clear call, values can overlap the other calls;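 note: yeast W303a lacking pdr1 and pdr3 grown in galactose medium; growth measured after three days at 30 °C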
SARS 3CLpro inh = SARS-CoV 3CLpro protease inhibition; P0C6X7; recombinant SARS-CoV 3CLpro, quenched FRET peptide cleavage; inhibition, % at 6 µM; 290,000 tested, 0.14% active; AID 1706; in the data active = inhibition above about 12%
Yp Topo-I inh = Y. pestis Topo-I inhibition via cleavage products; Y. pestis Topo-I cleavage product accumulation, plate reader; activity, % at 10 µM; 360,000 tested, 0.064% active; AID 504884; in the data active = activity above about 50%, passing the limit was not always enough; inconclusive = no clear call, values can overlap the other calls; note: inactives centre near 2
Anthrax LF inh2 = anthrax lethal factor protease inhibition; 360,000 tested, 0.12% active; inhibition, % at 10 µM; multiplex microsphere protease cleavage assay, LF; P15917; note: plate controls were buffer without enzyme for full effect and enzyme alone for no effect
Target sequence (P15917 whole entry, looked up): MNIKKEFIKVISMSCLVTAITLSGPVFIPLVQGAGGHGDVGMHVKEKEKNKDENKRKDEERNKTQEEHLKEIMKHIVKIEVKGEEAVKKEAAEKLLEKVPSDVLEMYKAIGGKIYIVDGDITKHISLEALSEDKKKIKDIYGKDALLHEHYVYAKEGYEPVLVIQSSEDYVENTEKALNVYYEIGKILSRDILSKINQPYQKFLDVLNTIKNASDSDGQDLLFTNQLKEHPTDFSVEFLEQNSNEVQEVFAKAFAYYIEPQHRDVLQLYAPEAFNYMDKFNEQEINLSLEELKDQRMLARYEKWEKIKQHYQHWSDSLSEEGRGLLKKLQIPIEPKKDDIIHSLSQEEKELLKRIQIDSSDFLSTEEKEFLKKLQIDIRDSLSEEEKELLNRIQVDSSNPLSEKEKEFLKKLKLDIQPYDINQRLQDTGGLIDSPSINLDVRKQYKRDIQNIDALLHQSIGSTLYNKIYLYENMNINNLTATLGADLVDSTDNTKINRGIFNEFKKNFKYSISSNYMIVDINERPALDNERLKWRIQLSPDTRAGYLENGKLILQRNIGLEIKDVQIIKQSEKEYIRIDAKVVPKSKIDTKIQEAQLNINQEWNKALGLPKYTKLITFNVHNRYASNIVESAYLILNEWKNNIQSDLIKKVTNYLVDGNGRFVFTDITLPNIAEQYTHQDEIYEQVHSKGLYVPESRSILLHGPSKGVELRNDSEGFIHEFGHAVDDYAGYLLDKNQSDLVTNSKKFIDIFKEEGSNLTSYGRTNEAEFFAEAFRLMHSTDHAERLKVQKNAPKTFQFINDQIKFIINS
BoNT-A LC inh2 = inhibitors of Botulinum neurotoxin A light chain protease; 360,000 tested, 0.17% active; multiplex microsphere protease substrate cleavage, flow cytometry; AID 588499; inhibition, % at 10 µM; note: plate controls were buffer without enzyme for full effect and enzyme alone for no effect
PrPC TRFRET = inhibitors of human cell surface prion protein PrPC | TR-FRET read-out | P04156 | AID 720596 | 370,000 tested, 0.43% active | inhibition, % at 13.8 µM; in the data active = inhibition above about 24%; note: 0% = median of the test wells and 100% = reference compound wells
TcdB GH inh = inhibitors of Clostridioides difficile toxin B glycohydrolase. P18177. TcdB glycohydrolase enzymatic assay, plate reader. inhibition, % at 9.99 µM. 350,000 tested, 0.24% active. AID 652162; in the data active = inhibition above about 10%
SSB-PriA inh = blocks PriA binding to SSB C-terminal tail; inhibition, % at 33 µM; 430,000 tested, 0.6% active; AlphaScreen SSBct-PriA binding, biotinylated peptide; AID 1272365; in the data active = inhibition mostly above about 37%, no sharp cut-off; inactive = mostly below about 20%;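 note: plate controls were negative control peptide for no effect and reference peptide for full effect; strong numbers were not always called active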
* marks the source's active call; other numbers are inactive results; i = inactive; u = inconclusive; x = not tested or not shown; & = joins results of further samples. Cut-off read from the data, not from the text of the source, unless noted: active = inhibition above about 30%; inconclusive = no clear call, values can overlap the other calls; inactive = below that.

SMILES | BH1578 lux ind | PfHsp40 yeast | SARS 3CLpro inh | Yp Topo-I inh | Anthrax LF inh2 | BoNT-A LC inh2 | PrPC TRFRET | TcdB GH inh | SSB-PriA inh
O=C(NCc1cccs1)c1ccccc1 | x | -0.3 | 1 | -1 | -18 | -2.7 | -2 | x | -7
COc1ccc(NC(=O)COc2ccc(-n3cnnn3)cc2)cc1OC | i | -1.2 | x | 1 | -2 | -1.1 | 0 | 1.2 | -1
COc1ccc(CCCNC(=O)CC#N)cc1OC | i | -1.4 | 1 | -4 | 2 | 0.5 | -4 | x | -13
COc1ccc(/C=C/C(=O)NC(=S)NCc2ccccc2)cc1OC | i | 1.7 | -2 | 3 | -11 | 0.0 | 3 | 0.8 | 1
COc1ccc(S(=O)(=O)Nc2ccc(S(=O)(=O)Nc3nccs3)cc2)cc1 | -0.1 | -0.5 | -11 | -4 | 3 | -0.6 | -2 | 1.9 | -15
O=C(Nc1ccccc1F)c1ccc(-n2cncn2)nc1 | 1.1 | 2.0 | -2 | -1 | -3 | 0.0 | 5 | x | 0
O=C(CC(=O)Nc1ccc(Cl)c(Cl)c1)N/N=C/c1ccc(O)cc1 | -0.3 | 0.7 | 5 | -20 | -1 | 0.3 | 13 | x | x
Cc1cc(NS(=O)(=O)c2ccc(NC(=O)CSc3nc4sc(C(=O)O)c(C)c4c(=O)[nH]3)cc2)no1 | i | 1.2 | 7 | 16 | -6 | -0.9 | 3 | 0.4 | -6&-7
O=C(Nn1c(O)c(C=C2N=c3ccccc3=N2)sc1=S)c1cccc(Cl)c1 | -0.5 | -0.6 | -1 | 4 | 56* | 55* | 7 | x | -7
CCOc1ccccc1C(=O)NCC(=O)OCC(=O)c1ccc2c(c1)OCCO2 | 1.7 | 0.5 | -3 | 8 | x | x | -1 | x | -1
CC(=O)N1CCC(C(=O)NC2CC(C)(C)Cc3c2cnn3-c2ccc(F)cc2)CC1 (stereo unspecified) | x | -2.0 | -7 | 4 | -9 | -3.5 | 0 | 1.0 | -3
N#CC(C(=O)C12CC3CC(CC(C3)C1)C2)c1nc2ccccc2[nH]1 (stereo unspecified) | 12 | 1.9 | -3 | 8 | 2 | 0.4 | 35* | x | -7

Taken from above.
Entry for COc1ccc(S(=O)(=O)Nc2ccc(S(=O)(=O)Nc3nccs3)cc2)cc1 in TcdB GH inh: 1.9
Entry for O=C(NCc1cccs1)c1ccccc1 in PfHsp40 yeast: -0.3
Entry for COc1ccc(/C=C/C(=O)NC(=S)NCc2ccccc2)cc1OC in SSB-PriA inh: 1

The list goes on.
SMILES | BH1578 lux ind | PfHsp40 yeast | SARS 3CLpro inh | Yp Topo-I inh | Anthrax LF inh2 | BoNT-A LC inh2 | PrPC TRFRET | TcdB GH inh | SSB-PriA inh
Cn1c(SCC(=O)NC(C)(C)C)nnc1-c1cccc(NC(=O)c2ccccc2F)c1 | i | 0.0 | -1 | 5 | 4 | -2.9 | 12 | x | -15
COc1cc(C)c(NC(=O)COc2cccc3c2OC(C)(C)C3)cc1OC | -2.1 | -0.9 | x | 5 | 1 | 0.1 | x | x | -9
O=C(O)c1ccc(N2C(=O)c3cccnc3C2=O)cc1 | -0.2 | 0.3 | 2 | 5 | 3 | -1.7 | 5 | -1.1 | -16
COCCNC(=O)CSc1nc2sc(C)c(C)c2c(=O)n1-c1ccccc1 | i | x | -4 | -9 | x | x | -1 | 0.6 | -7
Cc1ncc([N+](=O)[O-])n1CC(=O)Nc1ccc(F)c(Cl)c1 | i | -0.8 | -4 | -2 | 3 | -4.0 | 9 | -0.2 | 0
Cc1cc(Cl)ccc1C(=O)C1CCCN(C(=O)c2cncs2)C1 (stereo unspecified) | -0.2 | 377* | 6 | 8 | 2 | 0.2 | -8 | 0.1 | 6
Fc1ccc(-c2ccc(/C=N\n3cnnc3)o2)cc1Cl | -0.2 | 0.8 | 1 | 0 | -2 | 0.4 | -5 | 0.6 | x
O=C(COC(=O)CSc1ccc([N+](=O)[O-])cc1)NCCC1=CCCCC1 | 0.0 | -2.0 | x | 17 | x | x | -10 | -0.2 | -2
COc1ccc(C(=O)c2[nH]c(N)c(C(=O)NCCc3c[nH]c4ccccc34)c2-c2ccc(Cl)cc2)cc1 | x | x | x | x | -2 | -0.9 | 1 | -1.9 | x
CCc1nnc(NS(=O)(=O)c2ccc(NC(=O)c3cccc(Cl)c3)cc2)s1 | -0.7 | 5.2 | 3 | 5 | 4 | 0.6 | 3 | 0.5 | 5
Cc1ccc(S(=O)(=O)N(CC(O)CN2CCOCC2)c2cccc([N+](=O)[O-])c2)cc1 (stereo unspecified) | -0.6 | 0.4 | -5 | -9 | 2 | -0.6 | -11 | 1.1 | -14
Cc1cc(NC(=O)Nc2ccc(Cl)c(Cl)c2)n(-c2ccccc2)n1 | -1.3 | -0.9 | 1 | -3 | -4 | u | 12 | 0.4 | -3
Clc1ccc(-c2csc(N/N=C/c3ccco3)n2)cc1 | -0.6 | -1.1 | 4 | 1 | -21 | u | -2 | -0.7 | i
COc1cc(C(=O)N2CCN(c3cc(Cl)ccc3Cl)CC2)cc(OC)c1OC | -0.2 | -1.8 | -5 | u | -5 | -0.1 | 2 | 3.0 | -11
COc1ccc(N2C(=O)CC(Nc3ccc(F)cc3)C2=O)c([N+](=O)[O-])c1 (stereo unspecified) | -0.6 | -0.7 | 3 | 3 | -1 | -0.6 | -9 | 0.5 | 10
O=C(NCc1cccnc1)c1ccc(COc2ccccc2Br)cc1 | -0.3 | 0.9 | -3 | 42 | -1 | -0.1 | 3 | 0.8 | -13
CC(C(=O)c1c[nH]c2ccccc12)N1CCOCC1 (stereo unspecified) | -0.6 | 0.3 | 1 | -5 | 0 | 0.0 | -6 | 0.8 | 0
CCC[C@H](CN[C@@H](CNC)[C@H](C)O)NCCc1ccc(OC)cc1 | -0.9 | 0.1 | 2 | 0 | -10 | -0.1 | -1 | 1.5 | 9
C=CCn1c(SCC(=O)N2CCOCC2)nc2sc(CC)cc2c1=O | i | -2.4 | x | 3 | -5 | -1.1 | 6 | 0.6 | -1
CC(C)N(CC(N)=O)C(=O)c1sc2cc(F)ccc2c1Cl | i | 0.8 | -1 | 1 | -8 | -0.2 | -4 | 0.0 | -10
Oc1ccc(/C=C/c2nc(-c3ccccc3O)n(-c3ccccc3)n2)cc1 | -12 | 0.0 | 4 | -3 | -5 | -2.3 | 20 | x | 16
O=C(CCCOc1ccccc1)Nc1ccc(S(=O)(=O)Nc2ccccn2)cc1 | 0.0 | 0.1 | 6 | -8 | -7 | -0.3 | x | x | -2
CCn1c(CCNC(=O)c2cccs2)nnc1SCC(=O)NC1CCCCC1 | 1.4 | 0.0 | -5 | -10 | -7 | u | -6 | x | -2
O=C(c1ccc(F)cc1)c1ccc(CN2C(=O)c3ccccc3C2=O)o1 | -0.2 | 0.1 | 4 | 7 | 0 | -0.5 | -1 | -0.4 | -9
COc1ccc(NS(=O)(=O)c2cc(C(=O)O)ccc2C)cc1 | i | -0.1 | 0 | 2 | 0 | -1.0 | -1 | 5.2 | -2
COc1cc(-c2csc(CCn3nc(C)cc3C)n2)cc(OC)c1OC | i | -0.8 | 0 | 20 | -2 | -1.3 | 2 | 0.9 | -2
COc1cccc(C2CC(c3ccccc3Cl)Nc3ncnn32)c1 (stereo unspecified) | -12 | 0.1 | 5 | 9 | -7 | 4.3 | -7 | x | -3
COc1ccc(-c2nc(-c3cccnc3)no2)cc1 | -1.4 | -0.8 | -1 | -9 | 17 | u | 2 | 0.5 | -7
c1ccc(N2CCN(Cc3ccnc4ccccc34)CC2)cc1 | -0.3 | -0.1 | -4 | -3 | -3 | 1.8 | 7 | x | 21
COc1ccc(-c2cc(C(F)(F)F)nc(SCC(=O)N3CCOCC3)n2)cc1OC | 0.0 | 0.5 | 1 | 5 | 0 | -0.3 | -1 | x | -14
COc1cccc(NS(=O)(=O)c2ccc3c(c2)NC(=O)C(C)S3)c1 (stereo unspecified) | 4.3 | -0.8 | 1 | -12 | 1 | 1.0 | 4 | -0.8 | -5
CCC(c1nnc(SCC(=O)Nc2nnc(-c3ccccc3)o2)n1Cc1ccccc1)N(C)C (stereo unspecified) | -0.4 | -0.5 | -2 | -3 | 3 | -0.1 | 3 | x | 13
Cc1cccc(C)c1OCC(=O)Nc1cccc(S(=O)(=O)N2CCCC2)c1 | -0.9 | -0.5 | x | 38 | 9 | -1.6 | 7 | -0.7 | -6
O=C(NCc1ccccc1)N1CCC(CO)(CCc2ccccc2)CC1 | -0.2 | -0.9 | -2 | 16 | 1 | -1.1 | 7 | 0.2 | -3
CCc1ccc(-c2cc(C)no2)cc1S(=O)(=O)Nc1ccccn1 | -0.2 | -0.5 | 6 | 1 | -2 | 0.7 | -11 | 0.2 | 3
CS(=O)(=O)N1CCCCC1c1cc(C(=O)NCc2ccccc2)no1 (stereo unspecified) | 0.2 | x | x | 5 | 4 | 0.2 | 8 | -3.4 | x
O=C(Nc1ccccc1C(F)(F)F)c1ccc(F)c(S(=O)(=O)N2CCOCC2)c1 | i | 0.8 | -1 | -10 | -1 | -0.8 | 3 | x | -9
CCS(=O)(=O)N1CCC(NC(=O)C(Cc2ccc(OC)c(OC)c2)NC(C)=O)CC1 (stereo unspecified) | -0.4 | -1.0 | 0 | -11 | -16 | -6.2 | 4 | -1.4 | -7
CC(C)COC(=O)N1CCCC1C(=O)Nc1nccs1 (stereo unspecified) | i | -0.8 | -1 | -12 | 0 | -0.2 | -4 | x | -16
CCC(=O)OCc1cc2cccc(C)c2[nH]c1=O | i | 0.5 | 3 | 10 | 3 | 1.9 | -7 | x | -5
CC(C)Oc1cccc(C(=O)C2CCCN(C(=O)CCn3cnnn3)C2)c1 (stereo unspecified) | 0.6 | 0.1 | 1 | 8 | -4 | -0.6 | 1 | 1.2 | -2
CCOC(=O)C1(C)CCCN(C(=O)c2cccc(C#N)c2)C1 (stereo unspecified) | -0.3 | x | x | -2 | -6 | -0.1 | 2 | 2.0 | x
CCOC(=O)C1(CCOc2ccccc2)CCN(Cc2ccc(O)c(OCC)c2)CC1 | -0.3 | -0.8 | 1 | 8 | -1 | 0.3 | -15 | 1.2 | 12
Cc1ccccc1C(=O)NNC(=O)CSc1nc2ccccc2c(=O)[nH]1 | -0.6 | -0.4 | 0 | 8 | -5 | -0.9 | -1 | 0.4 | 0
COc1ccc(NC(=O)Cn2c3ccc(OC)cc3c3nc4n(c(=O)c32)CCS4)cc1 | -2.0 | -0.5 | 4 | 2 | -3 | -0.7 | 1 | 0.3 | -4
CCOC(=O)c1cccnc1SC(CC)C(=O)NCc1ccco1 (stereo unspecified) | -0.2 | 0.7 | 1 | 9 | 0 | -1.3 | 4 | x | -5
Cn1c(O)c(C=NCCc2c[nH]c3ccccc23)c(=O)n(C)c1=O | 5.0 | 0.7 | -4 | 4 | -2 | 0.0 | -2 | x | 5
CC(C)(C)C(=O)Nc1nc(C2CCCN2S(=O)(=O)c2ccc(Cl)cc2)cs1 (stereo unspecified) | 0.7 | 0.9 | 5 | -3 | -3 | -0.1 | 11 | x | -20
CC(=O)c1ccc(O)c(CC=C(C)C)c1O | -0.3 | 1.1 | x | -5 | 2 | -0.7 | -2 | 0.2 | -15
CSc1ccccc1OCc1cc(C(=O)NCc2csc(C(C)C)n2)no1 | -0.2 | 1.1 | 4 | 31 | -1 | -1.4 | -4 | 0.9 | 3

Limited to SARS 3CLpro inh and BoNT-A LC inh2, for three of the compounds above:
| mol | SARS 3CLpro inh | BoNT-A LC inh2 |
| --- | --- | --- |
| CCC(=O)OCc1cc2cccc(C)c2[nH]c1=O | 3 | 1.9 |
| CC(C)Oc1cccc(C(=O)C2CCCN(C(=O)CCn3cnnn3)C2)c1 (stereo unspecified) | 1 | -0.6 |
| CCOC(=O)C1(C)CCCN(C(=O)c2cccc(C#N)c2)C1 (stereo unspecified) | x | -0.1 |

Only part of the results is shown, so the mix of outcomes need not match the whole.
